NCI-60 one-dose screen, 48 h, at 10 µM unless noted. Numbers give growth in % (100 = growth as untreated, 0 = no growth, -100 = all killed).
RPMI-8226: RPMI-8226 leukemia cells. actives 7.5% (n = 77,000). AID 1794781
HOP-62: HOP-62 NSCLC. actives 3.9% (n = 80,000). AID 1794735
EKVX: EKVX NSCLC; actives 3% (n = 71,000); AID 1794765
HOP-92: HOP-92 NSCLC cells | actives 6.3% (n = 71,000) | AID 1794738
A549/ATCC: A549/ATCC NSCLC | actives 3.7% (n = 81,000) | AID 1794740
CCRF-CEM: CCRF-CEM leukemia; actives 7% (n = 77,000); AID 1794778
M14: M14 melanoma; actives 6.2% (n = 80,000); AID 1794745
MOLT-4: MOLT-4 leukemia cells; actives 6.9% (n = 80,000); AID 1794779
The depositor's hits bear a star; x = no result given; & = joins results of further samples; [ ] = remark or other dose. Rule for the calls: active = growth percent below 10; inactive = the rest.

#	Molecule	RPMI-8226	HOP-62	EKVX	HOP-92	A549/ATCC	CCRF-CEM	M14	MOLT-4
1	CCCn1c(=S)[nH]c2ccccc2c1=O	99	103	104	95	100	42	93	100
2	O=C(O)[C@@H]1c2ccccc2C(=O)N(c2ccccc2)[C@H]1c1ccccc1	93	79	102	103	68	94	100	100
3	COC(=O)c1ccccc1OCc1cc(=O)oc2ccc(C)cc12	99	95	85	76	95	106	106	97
4	COc1cc(NC(C)CCCNC(=O)CCC(=O)NCCCNCCCCNCCCNC(=O)CCC(=O)NCCCC(C)Nc2cc(OC)cc3cccnc23)c2ncccc2c1 (configuration not stated)	93[9 µM]	106[9 µM]	110[9 µM]	92[9 µM]	99[9 µM]	97[9 µM]	113[9 µM]	104[9 µM]
5	O=C(CSc1nnc(-c2ccc(-c3nc4ccc(Cl)cc4[nH]3)cc2)o1)Nc1ccc(Br)cc1	8.9*	-31*	42	-7.8*	-39*	9.4*	2.9*	14
6	CN1CCN(c2ccc(C(=O)/C=C/c3ccc(Br)cc3)cc2)CC1	-0.7*	22	52	13	7.5*	18	-36*	x
7	NS(=O)(=O)c1ccc(C(=O)NN2C(=O)c3c(Br)c(Br)c(Br)c(Br)c3C2=O)cc1	102	105	100	99	102	101	99	100
8	NS(=O)(=O)c1ccc(N2C(=O)c3cc(Cl)c(Cl)cc3C2=O)cc1	100	96	x	98	112	95	101	94
9	Oc1ccccc1-c1nn(-c2ccccc2)cc1-c1nc2ccccc2o1	83	99	88	73	101	94	116	89
10	Cc1c(C2=NNC(c3ccc4c(c3)OCO4)C2)[n+]([O-])c2ccccc2[n+]1[O-] (configuration not stated)	99	92	92	84	109	98	100	105
11	COc1ccc(N2CCN(C(=O)CCSc3nc4sc5c(c4c(=O)n3Cc3ccccc3)CCCC5)CC2)cc1	84	92	86	86	96	98	90	95
12	CCCCCCCCCCCCCCNc1nc(CO)ncc1-c1ccc(C(F)(F)F)cc1	94	93	x	90	99	94	100	100
13	CCOC(=O)c1sc(NC(=O)/C=C/c2ccc(OC)c(OC)c2)nc1N1CCOCC1	71	89	x	x	78	x	91	60
14	CC(CCC(C)OS(=O)(=O)c1ccc(F)cc1)OS(=O)(=O)c1ccc(F)cc1 (configuration not stated)	103	90	107	94	95	101	96	95
15	Cc1[nH]n(-c2ccccc2Cl)c(=O)c1/C=C1\C=Nc2ccccc21	103	83	79	x	109	143	100	160
16	CC12CCC(=O)C=C1C(O)CC1C2CCC2(C)C1CCC2(O)C(=O)CO (configuration not stated)	102	107	113	106	106	101	100	103
17	O=C(O)c1ccc(S(=O)(=O)O)o1	104&94	104&103	101&97	93&82	85&106	102&95	93&120	103&102
18	CC1=CC(=O)C=C(C(C)C)/C1=C(\c1ccccc1C(=O)O)c1c(C)cc(OP(=O)(O)O)cc1C(C)C	63	100	74	x	69	76	93	79
19	CC(Oc1ccc(C(=O)NS(C)(=O)=O)cc1C(F)(F)F)c1ccc(Oc2ccccc2)cn1 (configuration not stated)	105	98	97	88	109	86	96	96
20	Cc1nc2ccccc2c(=O)n1CC(=O)N1NC(=O)CC1=O	103	105	x	105	96	102	92	94
21	O=C(N=c1n(-c2ccccc2)nc2n1CCN2C1=NCCN1C(=O)c1ccc(Cl)cc1)c1ccc(Cl)cc1	73	94	77	120	65	51	63	15
22	NC(=O)c1cc(I)ccc1NC(=O)/C=C/c1ccccc1Cl	-12*	83	28	48	16	-20*	5.0*	10
23	CN(C)N=Nc1ccccc1C(N)=O	102	97	x	x	102	93	100	94
24	COc1cc(NC(=O)Nc2cnc(Nc3ccc(N4CCOCC4)cc3)nc2Oc2ccc(F)cc2)cc(OC)c1	81	89	108	79	56	93	92	77
25	CCc1c(C)c2ccc(OCC(=O)N=Nc3c(O)[nH]c4ccccc34)c(C)c2oc1=O	-3.8*	x	89	30	30	10	3.6*	8.7*
26	CCN1CC2=C(Nc3nc(SC)[nH]c(=O)c3C2c2ccc(Br)cc2)/C(=C/c2ccc(Br)cc2)C1 (configuration not stated)	67	111	62	78	x	52	98	49
27	O=C1NCCN1c1ccccc1	x	112	106	84	93	99	115	102
28	CCOC(=O)c1[nH]nc2c1C1(C(=O)Nc3ccccc31)C(C#N)=C(N)O2 (configuration not stated)	105	107	100	x	102	104	104	110
29	Cc1ccc(S(=O)(=O)Oc2ccc(Cl)cc2Cl)cc1	87	94	114	90	93	95	x	x
30	C=C(C)[C@@H]1CC[C@]2(C)[C@H](CC=C3[C@@H]4CC(C)(C)CC[C@]4(C(=O)OC)CC[C@]32C)[C@@]1(C)CC/C(N)=N/O	35	79	25	46	-29*	37	44	6.5*
31	Nc1nc(=S)cc(Nc2ccccc2Cl)[nH]1	94	84	100	79	96	93	100	92
32	N#CC1=C(N)ONC1c1cc(=O)oc2ccc(Cl)cc12 (configuration not stated)	103	97	104	113	103	109	97	95
33	Cc1ccc(N(CCCc2ccccc2)CCCc2ccccc2)cc1	83	114	90	96	104	93	102	86
34	CN1C(=O)N(C)C2C1NN=c1s/c(=C\c3ccc(C(F)(F)F)cc3)c(=O)n12 (configuration not stated)	x	32	45	x	32	12	16	37
35	Cc1ccc(-c2nc(C#N)c(S(=O)(=O)NCCO)o2)cc1	1.8*	90	104	66	90	-18*	32	20
36	COc1cc(C(=O)Nc2cc(OC)c3ccn(C)c3c2)cc2c1C[C@]1(C)CC[C@@H](O)C(C)(C)[C@H]1O2	-31*	12	33	8.7*	24	5.4*	-33*	-8.7*
37	CCC(=O)N1c2cc(C)ccc2N(C(=O)CC)c2c1c1cc(Br)ccc1n2C(=O)CC	80	98	64	80	99	90	101	92
38	O=S(=O)(c1ccccc1)N1CCCCC1CCc1ccccc1 (configuration not stated)	78	95	94	60	97	97	96	94
39	Cc1ccc(CNS(=O)(=O)/N=C2\NC(=O)NC2=C(Cl)Cl)cc1	14	46	96	-1.1*	99	16	87	21
40	Cn1cnc([N+](=O)[O-])c1/C=C1\Oc2cc(Cl)ccc2C1=O	112	98	x	89	100	105	107	113
41	O=C1[C@@H]2Cc3c([nH]c4ccccc34)[C@H](c3ccc(Cl)cc3)N2C(=O)CN1C1CCN(Cc2c(F)cccc2F)CC1	56	80	58	47	60	64	x	49
42	CC(C)c1ccc(C2OCCCO2)cc1	95	96	108	81	104	91	104	94
43	O=C1CC2(C(=O)N1CN1CCOCC1)c1ccccc1-c1ccccc12	51	104	109	35	102	47	95	68
44	C[N+]1(CC[N+]2(C)CC3CCCCC3C2)CCCCC1 (configuration not stated)	96	104	x	90	108	x	100	87
45	CC1=C2[C@@H](O)C[C@]2(C)[C@H]2C[C@@](C)(CO)C[C@H]2[C@@H]1O	109	110	100	109	107	100	112	104
46	CCc1c(C)c2cc3c(oc(=S)n3C(C)C)c(C)c2oc1=O	93	88	83	89	96	98	107	74
47	COc1cc(Cl)cc(-c2nn(C(=O)NS(=O)(=O)c3ccc4ccccc4c3)cc2-c2ccncc2)c1	100	88	84	80	88	100	102	92
48	NC(CCCCO)C(=O)O (configuration not stated)	114	111	103	78	94	109	x	101
49	CCCOC(=O)c1ccc(O)c(OC)c1	101	101	98	101	96	100	97	96
50	COc1ccc(-c2cc(-c3cc(OC)ccc3OC)nc(SCc3ccccc3)c2C#N)cc1	99	97	100	84	83	101	96	104
51	COc1ccc(C2CC(=O)NC2=O)cc1OC (configuration not stated)	104	94	90	104	88	112	104	110
52	O=C(c1ccccc1)c1ccccc1-c1nnc2n1N=C(c1ccccc1)CS2	92	107	x	81	94	77	105	90
53	O=C(COc1cccc(/C=C2\Oc3ccc4ccccc4c3C2=O)c1)c1ccc([N+](=O)[O-])cc1	80	88	85	81	x	36	79	32
54	O[Si](O)(c1ccc(F)c2ccccc12)c1ccc(F)c2ccccc12	86	98	x	92	88	81	88	63
55	CCOC(=O)c1cc(C(=O)c2cc(OC)c(OC)c(OC)c2)n2ccc(-c3ccccn3)cc12	102	87	98	101	101	109	95	112
56	COc1cc(N=Nc2ccc(C(=O)N(C)C)cc2)c(C)cc1N	83	103	104	92	100	65	102	83
57	O=C(Nc1ccc2ccccc2c1)C(F)(F)F	104	119	113	106	94	88	106	89
58	CCCCN(CCCC)CC(O)CN(CC)CC (configuration not stated)	97	x	107	93	99	104	95	96
59	O=C(Nn1cc(C(=O)c2ccccc2O)cc(-c2ccccc2)c1=O)c1ccncc1	114	90	112	122	94	100	96	109
60	COCCn1c(-c2csc(-c3cn(C)c4ccc(OC)cc34)n2)cc2cccnc21	65	61	58	68	48	41	44	54

The list continues.
#	Molecule	RPMI-8226	HOP-62	EKVX	HOP-92	A549/ATCC	CCRF-CEM	M14	MOLT-4
61	CN=C(NC)NCc1ccccc1	108	104	106	120	100	107	106	116
62	O=C(Nc1ccc(OCc2ccccn2)c(Cl)c1)c1ccnnc1	99	114	103	109	99	101	106	113
63	C/C(=N\N1C(=O)c2ccccc2NC1c1ccc(F)cc1)c1c(O)cc(C)oc1=O (configuration not stated)	98	100	106	112	98	94	99	91
64	Fc1cccc(-c2[nH]nc3nc(Nc4cccnc4)sc23)c1	27	55	57	86	38	29	46	49
65	CC(C)(C)N	x	92	x	95	103	98	99	100
66	CC(=O)C(CCC#N)(CCC#N)c1ccccc1	97	105	106	x	106	103	116	113
67	CC1CCC(C(C)C)C(NN)C1 (configuration not stated)	104	96	102	110	81	90	102	66
68	C[N+](C)(C)CCOC(=O)c1ccccc1OCc1ccccc1	x	99	102	98	105	105	93	108
69	Cc1nn(-c2ccc(F)cc2)c2ncnc(Oc3ccc(NC(=O)Nc4cccc(C(F)(F)F)c4)cc3)c12	99	103	99	97	106	102	108	104
70	Cc1cc(C)c(C#N)c(OCCCCOc2nc(C)cc(C)c2C#N)n1	101	87	95	102	93	96	98	108
71	CCOC(=O)c1c(O)cc(-c2ccccc2)cc1-c1sc(N(C)Cc2ccccc2)nc1Cl	95	104	101	91	99	96	-85*	94
72	Cc1nn(-c2ccc(Cl)cc2)c2nc3c(nc12)c(=O)[nH]c1ccccc13	x	104	103	x	109	x	99	x
73	O=C(c1ccccc1)[C@@H](c1ccccc1)[C@]1(O)C(=O)Nc2ccccc21	100	77	105	74	103	100	95	102

Quoted from above: nos. 65 to 73
#	Molecule	RPMI-8226	HOP-62	EKVX	HOP-92	A549/ATCC	CCRF-CEM	M14	MOLT-4
65	CC(C)(C)N	x	92	x	95	103	98	99	100
66	CC(=O)C(CCC#N)(CCC#N)c1ccccc1	97	105	106	x	106	103	116	113
67	CC1CCC(C(C)C)C(NN)C1 (configuration not stated)	104	96	102	110	81	90	102	66
68	C[N+](C)(C)CCOC(=O)c1ccccc1OCc1ccccc1	x	99	102	98	105	105	93	108
69	Cc1nn(-c2ccc(F)cc2)c2ncnc(Oc3ccc(NC(=O)Nc4cccc(C(F)(F)F)c4)cc3)c12	99	103	99	97	106	102	108	104
70	Cc1cc(C)c(C#N)c(OCCCCOc2nc(C)cc(C)c2C#N)n1	101	87	95	102	93	96	98	108
71	CCOC(=O)c1c(O)cc(-c2ccccc2)cc1-c1sc(N(C)Cc2ccccc2)nc1Cl	95	104	101	91	99	96	-85*	94
72	Cc1nn(-c2ccc(Cl)cc2)c2nc3c(nc12)c(=O)[nH]c1ccccc13	x	104	103	x	109	x	99	x
73	O=C(c1ccccc1)[C@@H](c1ccccc1)[C@]1(O)C(=O)Nc2ccccc21	100	77	105	74	103	100	95	102
